# RORa activator – activators of human nuclear receptor RORA | 65,000 tested, 1.5% active | AID 560 | CHO-K1 Gal4-RORA LBD luciferase reporter, luminescence; percent increase over mock-subtracted basal signal | activation, % at 10 µM;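 active = activation above the mean of all tested compounds plus 3 SD, cut at about 49% in these data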;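 note: 0% = DMSO-treated RORA cells and 100% = added signal equal to DMSO minus mock-transfected cells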
# NADH coupling – inhibitors of enzymes used to reach an NAD/NADH endpoint; coupled PK/LDH NADH assays, four targets; IC50, µM (doses to about 10 µM), for inactives: top-dose inhibition; 65,000 tested, 0.02% active; AID 774;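 active = single-dose screening hits from any of four coupled enzyme assays that gave an IC50 when retested across doses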;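 note: the DPM-DC format reads NADH fluorescence rather than 340 nm absorbance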
# HTR1E agonist – activates the human 5-HT1E serotonin receptor | 65,000 tested, 0.69% active | activation, % at 6 µM | P28566 | CHO 5-HT1E Ga15 NFAT-bla reporter, FRET; 0% DMSO wells, 100% control agonist wells | AID 574;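 active = activation above a set limit, the screen-wide mean activation plus 3 SD, cut at about 8.5% in these data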;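 note: 100% = positive control agonist at 1 µM giving full maximal response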
# Target sequence (P28566 whole entry, looked up): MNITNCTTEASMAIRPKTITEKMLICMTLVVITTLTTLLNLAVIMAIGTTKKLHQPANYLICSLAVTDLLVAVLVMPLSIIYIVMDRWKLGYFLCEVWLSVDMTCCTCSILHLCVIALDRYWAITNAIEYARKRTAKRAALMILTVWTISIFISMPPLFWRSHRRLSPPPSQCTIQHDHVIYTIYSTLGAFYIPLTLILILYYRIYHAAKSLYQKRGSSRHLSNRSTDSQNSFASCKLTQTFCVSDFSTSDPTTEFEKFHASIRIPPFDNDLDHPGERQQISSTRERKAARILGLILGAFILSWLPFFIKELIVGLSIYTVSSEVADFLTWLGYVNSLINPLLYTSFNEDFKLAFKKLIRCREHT
# SF1 activator – activates the human nuclear receptor SF-1; 65,000 tested, 1.9% active; AID 522; activation, % at 10 µM; CHO-K1 Gal4-SF-1 LBD luciferase reporter; % increase over DMSO SF-1-specific signal; Q13285;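 active = activation above the mean activation of all tested compounds plus 3 SD, cut at about 50% in these data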
# Target sequence (Q13285 whole entry, looked up, the tested form may be a part): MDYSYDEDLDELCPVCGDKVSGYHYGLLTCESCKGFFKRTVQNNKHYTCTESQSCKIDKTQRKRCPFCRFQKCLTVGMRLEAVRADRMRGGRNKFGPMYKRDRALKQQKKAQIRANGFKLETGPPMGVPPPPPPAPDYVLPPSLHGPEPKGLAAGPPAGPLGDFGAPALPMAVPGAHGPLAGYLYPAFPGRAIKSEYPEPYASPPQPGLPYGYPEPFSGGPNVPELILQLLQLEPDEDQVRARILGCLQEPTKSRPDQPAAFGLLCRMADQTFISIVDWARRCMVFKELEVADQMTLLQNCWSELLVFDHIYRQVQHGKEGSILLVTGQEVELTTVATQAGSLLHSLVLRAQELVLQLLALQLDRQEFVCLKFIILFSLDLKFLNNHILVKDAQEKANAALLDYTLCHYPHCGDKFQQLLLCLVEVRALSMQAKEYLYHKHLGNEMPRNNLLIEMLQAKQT
#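 Test system: transient Gal4-SF-1 LBD reporter, CHO-K1; Amount: 4,000 CHO-K1 cells per well; Doses: 10 µM only; Timing: compound exposure 20 h at 37 °C; Signal: luciferase light emission; Read-out basis: percent activation relative to DMSO median and mock-transfected background; Control set: DMSO negative control and −SF1 background wells; Replicates: one test per compound.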
# 5HT1E antag – antagonists of human 5-HT1E serotonin receptor | AID 571 | CHO 5-HT1E Ga15 NFAT-bla reporter, FRET, antagonist | inhibition, % at 6 µM | P28566 | 65,000 tested, 0.99% active;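 active = inhibition above a set limit, the mean inhibition across every tested compound plus 3 SD, cut at about 29% in these data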;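 note: signal is the 460 over 535 nm emission ratio of beta-lactamase substrate; 0% = agonist plus DMSO wells and 100% = wells without agonist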
# 5HT1a ag – agonists of human 5-HT1a serotonin receptor. P08908. CHO 5-HT1a Ga15 NFAT-bla reporter, FRET ratio; 0% basal, 100% maximal reference agonist. activation, % at 10 µM. 65,000 tested, 0.56% active. AID 567;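 active = activation above the screen-wide mean activation plus 3 SD, cut at about 19% in these data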;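 note: 0% = DMSO wells and 100% = 5-CT at EC100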
# 5-HT1A blocker – blocks the human serotonin 5-HT1a receptor; P08908; CHO 5-HT1a Ga15 NFAT-bla reporter, antagonist mode; inhibition, % at 10 µM; 62,000 tested, 0.68% active; AID 612;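 active = inhibition above the mean of all tested compounds plus 3 SD, cut at about 43% in these data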;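 note: receptor stimulated by 5-CT agonist at 100 nM near EC80; beta-lactamase reporter measured by ratiometric fluorescence of a cleavable substrate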
# MMP13 inh – MMP13 (human) collagenase inhibition | MMP-13 fTHP FRET cleavage, Mca fluorescence | inhibition, % at 4 µM | 65,000 tested, 0.07% active | P45452;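 active = inhibition above the mean of compound-free control plate wells plus 3 SD, cut at about 14% in these data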;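 note: 0% = DMSO wells and 100% = wells with reference MMP-13 inhibitor after basal subtraction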
# tolC growth inh – E. coli tolC mutant growth inhibition; growth inhibition, % at 10 µM (by protocol); E. coli BW25113 tolC mutant growth, OD615; AID 573; 65,000 tested, 2.2% active;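 active = growth inhibition at or above a cutoff equal to the mean over every tested compound plus 3 SD, cut at about 60% in these data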;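 note: growth measured after 20 h incubation at 37 °C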
#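 signal = optical density read at 615 nm | test system = E. coli ΔtolC::kan strain BW25113 | timing = 20 h compound exposure of bacteria at 37 °C | buffer or medium = LB medium plus 50 µg/mL kanamycin | compound dosing = 10 µM final, single dose | evaluation = % inhibition of E. coli growth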
# * hit, by the source's call; i = inactive; / = no result given; [ ] = dose if it differs, or a comment. Outcome played no part in choosing rows; any-hit rate near 7.2%.
SMILES,RORa activator,NADH coupling,HTR1E agonist,SF1 activator,5HT1E antag,5HT1a ag,5-HT1A blocker,MMP13 inh,tolC growth inh
COc1ccc(OC)c(NC(=O)CSc2nnc(CNC(=O)c3ccco3)o2)c1,12,3%,0.3,-5,-1,-0.7,1,3,-19
COc1cc(C2=NOC(C(=O)Nc3ccc(C(C)=O)cc3)C2)cc(OC)c1OC (centres undefined),32,0%,-0.2,39,12,-0.3,-4,3,-10
COc1ccc(S(=O)(=O)NC(CC(=O)NCc2ccc3c(c2)OCO3)c2ccco2)cc1 (centres undefined),7,1%,-0.2,9,6,0.6,-4,0,37
Clc1ccccc1CN(Cc1ccccc1)c1ncnc2nc[nH]c12,-14,2%,1.4,-5,-17,0.1,/,7,23
CCOc1cc(C2c3c(n[nH]c3C)C(=O)N2c2ccc(C)cc2)ccc1O (centres undefined),27,8%,-0.1,-21,1,0.6,1,0,/
COc1ccc(S(=O)(=O)N(C)CC(=O)NC2CCCC2)cc1Cl,-17,1%,1.1,-15,-4,2.2,6,-3,8
CCC1(c2cccc(Cl)c2)NC(=O)N(Cc2cc(C(=O)OC)c(C)o2)C1=O (centres undefined),6,7%,0.1,11,2,0.1,-3,2,19
NC(=O)C1(N2CCCCC2)CCN(C(=O)Nc2ccccc2C(F)(F)F)CC1,1,3%,0.0,-3,11,-3.3,2,-4,-14
Cn1cnnc1Sc1nc2ccccc2nc1NS(=O)(=O)c1ccccc1,-13,10%,1.1,4,1,0.4,8,-6,-8
COc1ccc(Nc2nnc(Cc3ccc(Cl)cc3)c(=O)[nH]2)c(OC)c1,-2,3%,-0.8,-5,1,3.0,-12,1,36
CC(=O)c1c(C)nn(CCC(=O)O)c1C,-22,17%,-0.6,-4,-16,0.0,-23,-2,-17
O=C(NCCCN1CCCCCC1)c1ccc(CS(=O)(=O)Cc2ccccc2F)o1,25,5%,-0.3,8,-6,-1.2,-5,-2,-11
CN(C)S(=O)(=O)n1cnc(-c2ccccc2)c1-c1ccccc1,-9,2%,0.6,4,-15,1.2,5,4,7
Cc1c(C2(O)C(=O)Nc3ccc(F)cc32)c(=O)n(-c2ccccc2)n1C (centres undefined),-11,6%,0.6,14,-2,-0.6,-15,-5,-8
O=c1cc(-c2ccccc2)nc(N2CCN(Cc3ccccc3)CC2)[nH]1,-3,11%,0.5,0,3,1.4,-2,5,20
CC(/C=C/c1ccccc1)=N/O,2,5%,0.1,14,-9,-3.5,-1,-3,-8
CCOC(=O)N1CCC(NC(=O)c2cc3cc4cc(OC)ccc4nc3o2)CC1,18,5%[fluoresces],0.4,7,5,-0.4,8,-219[fluorescence artefact?],1
Cc1nc(SCC(=O)Nc2cccc(Cl)c2)n[nH]1,-6,0%,-0.7,8,6,-2.4,0,-3,-16
CCOc1ccc(CCNC(=O)C2CC(=O)N(C3CCCC3)C2)cc1OCC (centres undefined),6,0%,-0.3,-2,1,-1.7,3,1,-15
CCn1nc(C(=O)Nc2ccc(S(=O)(=O)Nc3nccs3)cc2)c2ccccc2c1=O,-5,8%,0.1,-18,11,-1.4,-14,6,23

# 2 entries from above in a different format.
SMILES | RORa activator | NADH coupling | HTR1E agonist | SF1 activator | 5HT1E antag | 5HT1a ag | 5-HT1A blocker | MMP13 inh | tolC growth inh
COc1ccc(OC)c(NC(=O)CSc2nnc(CNC(=O)c3ccco3)o2)c1 | 12 | 3% | 0.3 | -5 | -1 | -0.7 | 1 | 3 | -19
COc1cc(C2=NOC(C(=O)Nc3ccc(C(C)=O)cc3)C2)cc(OC)c1OC (centres undefined) | 32 | 0% | -0.2 | 39 | 12 | -0.3 | -4 | 3 | -10

# Quoted at random: 3 compounds from above.
SMILES,RORa activator,NADH coupling,HTR1E agonist,SF1 activator,5HT1E antag,5HT1a ag,5-HT1A blocker,MMP13 inh,tolC growth inh
CC(=O)c1c(C)nn(CCC(=O)O)c1C,-22,17%,-0.6,-4,-16,0.0,-23,-2,-17
COc1ccc(S(=O)(=O)N(C)CC(=O)NC2CCCC2)cc1Cl,-17,1%,1.1,-15,-4,2.2,6,-3,8
CCOc1ccc(CCNC(=O)C2CC(=O)N(C3CCCC3)C2)cc1OCC (centres undefined),6,0%,-0.3,-2,1,-1.7,3,1,-15

# Later entries
SMILES,RORa activator,NADH coupling,HTR1E agonist,SF1 activator,5HT1E antag,5HT1a ag,5-HT1A blocker,MMP13 inh,tolC growth inh
CCOC(=O)N1CCC(N(C(=O)Nc2ccccc2)C(C)CC)CC1 (centres undefined),-13,0%,-0.1,2,2,-3.2,9,-16,-1
CCCOc1ccc(CC(CC(=O)O)(C(=O)O)C(=O)O)cc1,-15,3%,0.4,-17,-6,0.5,-4,-2,-18
COC(=O)C1(c2ccccc2)NC(c2cccs2)C2C(=O)N(C)C(=O)C21 (centres undefined),-1,7%,-0.4,-20,5,1.2,3,8,-4
COc1cc2c(cc1NC(=O)CCCN1C(=O)CCC1=O)oc1ccccc12,32,6%,0.4,26,-2,11,-8,0,-1
CNC(=O)c1cc2c(=O)n3cccc(C)c3nc2n(C(C)C)c1=N,-6,2%[fluoresces],2.3,-5,3,8.4,-16,i[fluorescence artefact?],-9
O=C(CCC(=O)c1cccs1)Nc1ccccc1F,2,4%,0.1,-2,-5,-1.8,-9,-7,-12
Cc1ccc(-n2nc3ccc(N)cc3n2)cc1,-30,7%[fluoresces],1.1,-15,11,1.6,3,-56[fluorescence artefact?],12
Cc1cc(N2CCCc3ccccc32)n2ncnc2n1,-12,8%,-0.5,20,-5,-3.0,-6,2,-3
Cn1c(=O)[nH]c(=O)c2c1nc(N1CCCCCC1)n2CCN1CCCCCC1,-8,0%,0.2,-9,-5,0.2,18,4,-13
COc1ccc(N2CCN(C(=O)CCCOc3cc(=O)n(C)c4ccccc34)CC2)cc1,-16,4%,-0.6,11,-1,0.3,-7,-7,-3
COc1ccc(Nc2ccnc3ccccc23)cc1,-6,5%,0.1,12,9,-2.6,21,0,17
Cc1nc2ccc(S(=O)(=O)NCC(=O)N3CCN(c4ccccn4)CC3)cc2s1,-4,4%,-0.6,4,-3,0.4,-19,-1,-6
Cn1c(NCc2ccccc2)nc2c1c(=O)n(Cc1ccc(Br)cc1)c(=O)n2C,-7,5%,0.3,-1,2,3.0,/,0,10
Nc1nc(CSc2nnnn2-c2ccccc2)nc(N2CCCc3ccccc32)n1,-3,5%,1.4,16,8,3.0,-12,1,48
Cc1nc(NCc2ccccn2)c2ccccc2n1,-26,4%,0.2,0,8,0.1,-4,-3,-21
O=C(COC(=O)CCC(=O)c1ccc(Cl)cc1)NCC1CCCO1 (centres undefined),2,3%,0.6,-26,0,-0.3,-8,5,-9
CC1CN(S(=O)(=O)c2ccc(Cl)c(C(F)(F)F)c2)CC(C)O1 (centres undefined),-19,3%,0.6,-19,9,0.6,5,9,8
COCCCn1c2nc3ccccc3nc2c2c(=O)n(-c3ccccc3OC)c(C)nc21,-10,11%,-0.7,3,-4,0.9,/,-21,-10
CN(CC(=O)NC1CCCc2ccccc21)S(=O)(=O)c1ccc2c(c1)c(=O)n(C)c(=O)n2C (centres undefined),14,4%,1.1,-14,-10,-1.4,-7,-3,13
Cc1nc2cc(-c3cccc(F)c3)nn2c(C)c1CCC(=O)N1CCN(c2ccccn2)CC1,-28,7%,0.1,-29,2,0.0,7,-19,8

# Some values from the results shown.
# tolC growth inh result of CNC(=O)c1cc2c(=O)n3cccc(C)c3nc2n(C(C)C)c1=N is entered as -9
# 5-HT1A blocker result of CN(CC(=O)NC1CCCc2ccccc21)S(=O)(=O)c1ccc2c(c1)c(=O)n(C)c(=O)n2C (centres undefined) is entered as -7
# RORa activator result of Cn1c(NCc2ccccc2)nc2c1c(=O)n(Cc1ccc(Br)cc1)c(=O)n2C is entered as -7
# NADH coupling result of Cc1nc2ccc(S(=O)(=O)NCC(=O)N3CCN(c4ccccn4)CC3)cc2s1 is entered as 4%
# NADH coupling result of O=C(COC(=O)CCC(=O)c1ccc(Cl)cc1)NCC1CCCO1 (centres undefined) is entered as 3%
# HTR1E agonist result of COCCCn1c2nc3ccccc3nc2c2c(=O)n(-c3ccccc3OC)c(C)nc21 is entered as -0.7

# (further entries)
SMILES,RORa activator,NADH coupling,HTR1E agonist,SF1 activator,5HT1E antag,5HT1a ag,5-HT1A blocker,MMP13 inh,tolC growth inh
Cc1ccc(C(C)NC(=O)c2cc(C)oc2C)cc1 (centres undefined),-17,4%,-1.2,1,-3,-1.6,11,-2,8
Fc1ccc(N2CCN(C(c3cccs3)c3nnnn3C3CCCC3)CC2)cc1 (centres undefined),-12,10%,-1.9,-11,-2,-2.4,12,1,3
Cc1c(N=C2Nc3cccc4cccc2c34)c(=O)n(-c2ccccc2)n1C,-2,8%,-1.1,12,14,-3.5,16,13,8
CN1CCN(P(=O)(c2ccccc2)c2nc3ccccc3s2)CC1 (centres undefined),-10,8%,0.4,-3,-7,-0.8,-4,0,-9
O=C(NC1=NCCS1)c1ccc(OCC2CCCO2)cc1 (centres undefined),36,3%,0.6,49,4,-3.5,4,0,0
Cc1cc(C)c2[nH]c(=O)c(C(c3nnnn3Cc3ccc4c(c3)OCO4)N3CCC(C)CC3)cc2c1 (centres undefined),-6,4%,-0.6,3,-14,-1.8,-1,-5,40
C=CCOc1cccc(C2c3c(oc4ccc(F)cc4c3=O)C(=O)N2CCCN2CCOCC2)c1 (centres undefined),11,0%,0.8,3,-1,-1.0,3,-10,-13
COc1cccc(NC(=O)Cc2cn(C)c3ccccc23)c1,5,3%,-0.4,-9,19,-2.0,12,5,31
O/N=C/c1ccc(OCC(O)COc2ccc(/C=N/O)cc2)cc1,-16,2%,-0.1,-1,4,1.4,/,0,4
CCCCC(=O)Nc1ccc(N2CCN(S(C)(=O)=O)CC2)cc1,-12,3%,-0.5,8,12,-1.7,1,-1,-9
O=C(CSCc1cnn(-c2ccccc2)c1-n1cccc1)NCC1CCCO1 (centres undefined),-1,3%,-0.9,-14,3,-2.1,-2,-4,-1
O=C(CSc1nc(-c2ccccc2)cs1)N1CCN(C(=O)c2ccco2)CC1,6,10%,-0.6,2,-3,-1.8,0,5,12
COc1ccc(OC)c(-n2cc3c(=O)n(C)c(=O)n(C)c3c2)c1,31,6%,-0.1,10,6,-5.4,16,0,0
COc1ccc(Cl)cc1-c1n[nH]c(=S)o1,-6,4%,0.5,22,-1,-2.9,2,1,25
COc1cc(NC(=O)c2nccnc2C(=O)O)cc(OC)c1,7,2%,-0.4,1,0,-1.1,-8,-7,-18
COc1cccc(C2/C(=C(/O)c3ccncc3)C(=O)C(=O)N2CCCN2CCOCC2)c1OC (centres undefined),0,3%,0.5,0,-1,1.5,-12,5,-27
OC(CN1CCCCC1)CN(c1ccccc1)c1ccccc1 (centres undefined),-2,9%,-0.1,0,-4,-2.5,21,-3,-11
COC(=O)c1ccc(CSc2nc3c(cnn3-c3ccccc3)c(=O)[nH]2)o1,-2,0%,0.7,0,17,10,12,2,22
